High-throughput results: PubChem, National Center for Advancing Translational Sciences (NCATS)
GALK inhibitor – galactokinase (human) inhibition; P51570; Purified GALK, Kinase-Glo residual ATP luminescence; Potency, µM (titrated, usually from 57.5 µM), without a hit: at the highest dose activity change, negative = inhibition, most hits filed as inhibitors; 270,000 tested, 0.007% active; AID 1868; further: potency means the concentration at half of the fitted maximal effect; on the % scale 0 is the no-effect control and ±100 the full control effect
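ATP-depletion format; final 35 uM ATP, 100 uM D-galactose, 5 nM enzyme; pH 8.0 HEPES/Mg2+ buffer; 60 min RT; luminescence read 10 min after detection reagent.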
ASM inhibitor – blocks human secretory acid sphingomyelinase; Potency, µM (top dose mostly 57.5 µM), without a hit: top-dose activity change, negative = inhibition, usual class: inhibitors; 340,000 tested, 0.006% active; placental ASM, HMU-PC fluorogenic substrate, 60 min; P17405; further: potency means the concentration at half of the fitted maximal effect
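Fluorescence read-out (Ex 386 nm, Em 447 nm) after stopping the reaction at pH 10. Enzyme: ASM from human placenta; substrate HMU-PC0, 9 uM final; 60 min, 37 °C. Compound preincubation 10 min, ambient temperature.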
USP2a block – blocks human ubiquitin-specific protease USP2a; O75604; USP2 core, Ub-CHOP2 coupled fluorogenic reporter, 485/531; Potency, µM (titrated, usually from 38.3 µM), inactives show top-dose activity change, negative = inhibition, hits mostly inhibitors; 330,000 tested, 0.01% active;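 further: potency means the concentration at half of the fitted maximal effect; plate controls were DMSO wells for no effect and full inhibition by NEM control for full effect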
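USP2 core (10nM final) preincubated 30min RT with compound in 20mM Tris-HCl pH 8.0, 2mM CaCl2, 2mM beta-mercaptoethanol, 0.05% CHAPS; 25nM Ub-CHOP2 plus 25nM reporter substrate added, fluorescence (Ex485/Em531) read after 60min.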
MBNL1 CUG block – MBNL1-poly(CUG) RNA binding inhibition | Q9NR56 | Potency, µM (series often up to 57.5 µM), inactives show at the top dose activity change, negative = inhibition, most hits filed as inhibitors | 280,000 tested, 0.036% active | AID 2675 | TR-FRET MBNL1-His/biotin-(CUG)12 binding, 665/545 ratio; active means well fitted inhibition curve with a large enough effect in the signal ratio, with a control signal flat, not every such curve was filed as active; inconclusive means small, poorly fitted or top-dose-only effect, or effect the other way, or a change in a side signal; inactive means no such curve, though single readings can be large or run the other way; the % refers to the signal ratio; further: potency means the concentration at half of the fitted maximal effect; on the % scale 0 is the no-effect control and ±100 the full control effect
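Ratiometric TR-FRET (665 over 545 nm, excitation 340 nm) tracks disruption of MBNL1-His/biotin-(CUG)12 complex after 60 min at room temperature, with compounds at 92 nM to 58 uM final.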
PKM2 activator – PKM2 (human) enzyme activation; 260,000 tested, 0.34% active; purified PKM2, Kinase-Glo ATP luminescence, activation; response scale: 0% is enzyme alone, no compound; AID 1631; P14618; Potency, µM (titrated, usually from 57.5 µM), without a hit: at the highest dose activation, actives largely listed as activators; further: potency means the concentration at half of the fitted maximal effect; on the % scale 0 is the no-effect control and ±100 the full control effect; nearly all actives have a fitted effect of over 55% in size
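hPK-M2, >95% pure; 0.1 mM ADP / 0.5 mM PEP final; imidazole pH7.2 buffer w/ 7 mM MgCl2, 50 mM KCl; 1 h RT; Kinase-Glo lum. Intermediate enzyme activity for dual inhibitor/activator qHTS.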
Mito fusion yeast – mitochondrial division inhibition or fusion activation | S. cerevisiae fusion-defective mutant growth rescue, CellTiterGlo 48 h | Potency, µM (titrated, usually from 46.1 µM), without a hit: at the top dose growth rescue (activation), usual class: activators | 320,000 tested, 0.23% active | AID 485298;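 further: potency means the concentration at half of the fitted maximal effect; % of control where 0% means no effect; nearly all actives have a fitted effect of over 45% in size; temperature-sensitive fusion mutants such as fzo1-1 at 37 °C on non-fermentable ethanol glycerol medium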
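Yeast fusion mutant, YPEG (non-fermentable carbon), compound, 48 h at 37C non-permissive; CellTiterGlo added, 10 min RT, luminescence read. Rescued growth = division inhibition.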
Menin-MLL TR inh – inhibitors of human menin-MLL interaction, mutant MLL peptide | O00255 | AID 1768 | 270,000 tested, 0.23% active | Potency, µM (top dose mostly 61.6 µM), inactives show at the highest dose FP activity change, negative = inhibition, most hits filed as inhibitors | Menin + Texas Red MLL mutant peptide, fluorescence polarization; active means well fitted inhibition curve with a large enough effect in the polarisation, with a control signal flat, not every such curve was filed as active; inconclusive means small, poorly fitted or top-dose-only effect, or effect the other way, or a change in a side signal; inactive means no such curve, though single readings can be large or run the other way; the % refers to the polarisation; further: potency means the concentration at half of the fitted maximal effect; % of control where 0% means no effect; many of its hits are not listed in these tables
hERG WT inh – KCNH2 (human, wildtype) channel inhibition. Q12809. U2OS, BacMam KCNH2, thallium flux FluxOr; stronger effect = lower value. activity change, % at 1.84 µM. 340,000 tested, 0.37% active. AID 720551;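 active means maximum activity change below -70%; inconclusive means maximum activity change between -70% and -50%; inactive means maximum activity change above -50%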; further: on the % scale 0 is the no-effect control and ±100 the full control effect
Target sequence (Q12809 whole entry, looked up): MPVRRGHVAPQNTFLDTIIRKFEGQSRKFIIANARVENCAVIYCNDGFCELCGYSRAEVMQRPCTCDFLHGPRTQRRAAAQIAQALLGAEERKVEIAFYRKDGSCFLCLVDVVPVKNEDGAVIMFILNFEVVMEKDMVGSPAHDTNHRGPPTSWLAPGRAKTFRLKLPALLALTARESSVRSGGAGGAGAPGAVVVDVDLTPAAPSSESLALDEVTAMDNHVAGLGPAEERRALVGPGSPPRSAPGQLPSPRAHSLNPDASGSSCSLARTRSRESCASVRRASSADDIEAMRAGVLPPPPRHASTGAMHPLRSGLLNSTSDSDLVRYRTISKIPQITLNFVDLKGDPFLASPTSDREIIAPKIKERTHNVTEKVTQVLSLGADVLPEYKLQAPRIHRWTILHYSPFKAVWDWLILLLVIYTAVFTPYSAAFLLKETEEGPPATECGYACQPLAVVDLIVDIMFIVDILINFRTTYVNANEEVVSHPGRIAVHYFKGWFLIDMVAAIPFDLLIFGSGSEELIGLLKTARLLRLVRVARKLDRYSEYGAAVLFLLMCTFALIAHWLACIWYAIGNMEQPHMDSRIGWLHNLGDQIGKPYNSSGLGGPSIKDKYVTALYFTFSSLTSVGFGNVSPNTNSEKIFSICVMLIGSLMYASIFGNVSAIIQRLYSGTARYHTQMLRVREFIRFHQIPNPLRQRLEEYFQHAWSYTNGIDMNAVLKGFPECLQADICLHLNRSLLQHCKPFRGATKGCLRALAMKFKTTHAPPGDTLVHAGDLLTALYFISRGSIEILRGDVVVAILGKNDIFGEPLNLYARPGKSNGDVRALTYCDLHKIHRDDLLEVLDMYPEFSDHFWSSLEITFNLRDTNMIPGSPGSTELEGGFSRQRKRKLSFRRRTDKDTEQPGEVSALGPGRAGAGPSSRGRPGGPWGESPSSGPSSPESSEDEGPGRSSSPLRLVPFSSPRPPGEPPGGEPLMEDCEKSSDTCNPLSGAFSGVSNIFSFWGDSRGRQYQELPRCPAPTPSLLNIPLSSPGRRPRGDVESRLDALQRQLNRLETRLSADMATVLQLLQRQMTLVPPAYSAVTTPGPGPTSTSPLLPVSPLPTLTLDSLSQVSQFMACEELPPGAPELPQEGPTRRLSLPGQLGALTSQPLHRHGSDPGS
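U2OS cells were transduced with wild-type KCNH2 virus (2.03 x 10^8 / mL) for 4 h at room temperature, then cultured overnight at 37 C. Thallium flux was read with FluxOr dye. Rate constants were normalized to DMSO controls.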
TSHR antagonist – human thyrotropin receptor antagonism; AID 504810; 330,000 tested, 0.2% active; P16473; TSHR-expressing cells, TSH-stimulated cAMP HTRF, 2 h; stronger effect = lower value; activity change, negative = inhibition, % at 11.5 µM;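 active means activity change below a set negative limit, meaning inhibition stronger than a set level, cut at about -70% in these data; inconclusive means activity change between two set negative limits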; further: on the % scale 0 is the no-effect control and ±100 the full control effect
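TSHR-expressing cells were treated with compounds, then stimulated with TSH at EC80 (4nM final) for 2 hours at 37 deg C. Cellular cAMP was measured by HTRF competition between lysate cAMP and cAMP-d2 for a cryptate-labelled anti-cAMP antibody.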
BCR signal inh – chronic active BCR signaling inhibition | 340,000 tested, 0.05% active | Potency, µM (doses to about 46.1 µM), without a hit: at the highest dose ratio change, negative = lower green/red ratio, actives largely listed as inhibitors | ABC-DLBCL IkBa-CBG/CBR reporter, luminescence ratio, 4 h | AID 493014; active means well fitted inhibition curve with a large enough effect in the signal ratio, with a control signal flat, not every such curve was filed as active; inconclusive means small, poorly fitted or top-dose-only effect, or effect the other way, or a change in a side signal; the % refers to the signal ratio;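 further: potency means the concentration at half of the fitted maximal effect; plate controls were basal doxycycline-induced cells for no effect and cells given 10 µM MG132 for full effect; MG132 reads +100%, hits lower the ratio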
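TMD8 human ABC-DLBCL cells with doxycycline-inducible IκBα–green luciferase fusion and unfused red luciferase, in 0.5% FBS medium; compounds up to 46 uM, 4 h at 37C. Green/red luminescence ratio, filter-overlap corrected, fitted to concentration-response curves.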
Eya2 inh – inhibitors of human Eya2 phosphatase activity; O00167; recombinant Eya2, OMFP fluorescence dephosphorylation (OMFP is methylfluorescein phosphate); Potency, µM (titrated, usually from 76.9 µM), for inactives: top-dose activity, negative = inhibition, hits mostly inhibitors; 330,000 tested, 0.006% active; AID 488837; further: potency means the concentration at half of the fitted maximal effect; on the % scale 0 is the no-effect control and ±100 the full control effect
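Eya2 (0.2 uM) preincubated 10 min at ambient with compound, then OMFP substrate added at 50 uM; 10 min reaction in 50 mM HEPES pH 7.5, 50 mM NaCl, 5 uM MgCl2, 0.05% BSA, 1 mM DTT. Fluorescence read at Ex 485/Em 525 nm.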
* marks the source's active call; other numbers are inactive results; ? = inconclusive; · = no result given; [ ] = dose if it differs, or a comment. Unless noted, the call rests on the fitted dose curve; in most records, active means well fitted curve in the direction sought with a large enough effect; inconclusive means small, poorly fitted or top-dose-only effect, or another doubt; inactive means no such curve, though single readings can be large; an effect the other way counts as inactive or inconclusive. An excerpt (hit frequency here may not be typical).

SMILES | GALK inhibitor | ASM inhibitor | USP2a block | MBNL1 CUG block | PKM2 activator | Mito fusion yeast | Menin-MLL TR inh | hERG WT inh | TSHR antagonist | BCR signal inh | Eya2 inh
O=C(CN1CCC(O)(c2ccc3c(c2)OCO3)CC1)OC1CCCCC1 | 1% | 0% | -2% | -9% | -1% | 10% | 0% | 15 | -4 | ? | -4%
Cc1ccc(F)cc1NC(=O)c1ccc(OCC2CCCO2)cc1 (stereo not drawn) | · | 0% | 3% | · | · | · | · | 9 | · | ? | -4%
CCCNC(=O)N1CCN(c2ncccn2)CC1 | 0% | -3% | -2% | 3% | 5% | 0% | 8% | -4 | 0 | 7% | 4%
CCOC(=O)c1cnc(SCC(=O)Nc2cc(OC)ccc2OC)nc1N | 2% | -3% | 3% | 3% | -5% | 1% | · | 9 | -23 | 5% | 14%
CCOC(=O)c1c(NC(=O)CSc2nnc(C)c(=O)[nH]2)sc2c1CCC2 | -1% | 15% | 1% | 1% | 12% | -2% | 7% | -16 | -20 | ? | 11%
CC1=NCCN1S(=O)(=O)c1c(C(C)C)cc(C(C)C)cc1C(C)C | -2% | 0% | 1% | ? | -6% | 8% | -1% | -14 | 2 | 12% | 1%
CCC(Oc1ccccc1)C(=O)Nc1nnc(C(F)(F)F)s1 (stereo not drawn) | -1% | -2% | 1% | ? | 3% | 14% | 19% | -4 | -18 | 13% | -33%
CCOc1ncccc1C(=O)OCC(=O)Nc1ccc2c(c1)OCCO2 | · | 0% | 0% | · | · | 0% | · | 1 | -33 | -1% | 15%
CCC(OC(=O)c1ccco1)C(=O)NCc1ccc(C)cc1 (stereo not drawn) | 0% | -1% | 0% | 1% | 0% | 0% | 17% | -10 | -5 | 3% | 8%
CCn1c(CNC(=O)Cc2ccc(OC)cc2)nnc1SCCOc1ccccc1 | 0% | 0% | 5% | -7% | -12% | -1% | -9% | -1 | -6 | -3% | -12%
CCOCCCNC(=O)CN1C(=O)COc2ccc(S(=O)(=O)N3CCCC3)cc21 | 6% | 0% | 0% | 1% | · | 15% | · | -1 | -4 | -5% | -9%
Cc1cc(C)c(Cn2cnc3ccccc32)c(C)c1 | -1% | -3% | 0% | -4% | -17% | 5% | ? | -3 | -9 | 1% | 3%
CCCCCCSc1ccc([C@H]2N[C@@](C)(C(=O)OC)[C@H]3C(=O)N(CC)C(=O)[C@@H]23)cc1 | · | -20% | -11% | · | · | 10% | · | -1 | -37 | 10% | 0%
Cc1cccc(NCc2n[nH]c(=S)n2-c2ccccc2)c1 | 4% | 1% | 1% | -6% | -7% | -7% | 3% | -6 | 10 | 0% | -3%
O=C(CN1CCN(c2ccc(F)cc2)CC1)Nc1nnc(-c2ccccc2)s1 | -1% | 1% | 0% | 11% | -8% | -1% | 27% | -6 | 2 | 1% | -7%
COc1ccc(C(C(=O)NC2CCCCC2)N(C(=O)CCl)c2ccc(OC)cc2)cc1 (stereo not drawn) | 1% | 4% | 1% | · | -2% | 3% | -11% | -14 | 0 | -2% | -4%
Cc1cccc(C2=NN(c3ccccc3)[C@@H](C(=O)N3CCOC3=O)[C@@H]2c2ccccc2)c1 | · | 335%[activator] | 1% | · | · | · | -12% | 2 | 51 | -1% | -11%
COc1cc(NC(=S)N2CCN(Cc3ccccc3)CC2)cc(OC)c1 | 1% | 6% | 3% | -6% | 6% | -1% | 3% | -1 | 21 | -2% | -2%
CCN(CC)c1ccc(/C=N/NC(=O)c2cc3ccccc3[nH]2)cc1 | 6% | · | 0% | ? | -1%[11.5 µM] | -1% | ? | 8 | -2 | ? | -4%
CCCCc1nc2cc(C(=O)NCCc3cnn(C)c3)ccc2o1 | 5% | 5% | 2% | -2% | -8% | 0% | -8% | -6 | -5 | 4% | 0%
Cc1cc(-n2nc(C)cc2C)nc(N)n1 | 0% | 1% | 0% | 11% | -6% | -6% | 1% | -10 | 6 | -2% | -41%
O=C(c1ccc(N2CCCC2)c([N+](=O)[O-])c1)N1CCN(CCO)CC1 | -1% | -2% | 0% | ? | 4% | -3% | · | -5 | -4 | -22% | 0%
COc1ccc(C(C)(C)C)cc1NC(=O)c1cncc(Br)c1 | 0% | -2% | -2% | -2% | 4% | 1% | 21% | 4 | -3 | 8% | 0%
COc1ccc(C(=O)Nc2cccc(/C=C(\CCC(=O)O)c3nc4ccccc4s3)c2)cc1 | 4% | 12% | 0% | 22% | -6% | 3% | · | -2 | -9 | -2% | -30%
CC1CN(c2nc3ccccn3c(=O)c2/C=C(\C#N)C(=O)N2CCOCC2)CC(C)O1 (stereo not drawn) | -2% | -1% | -3% | · | -6% | -2% | · | 2 | -2 | 3% | ?

The listing continues.
SMILES | GALK inhibitor | ASM inhibitor | USP2a block | MBNL1 CUG block | PKM2 activator | Mito fusion yeast | Menin-MLL TR inh | hERG WT inh | TSHR antagonist | BCR signal inh | Eya2 inh
COc1cc2cc(CCCOC(=O)c3ccco3)oc(=O)c2cc1OC | · | 7% | -1% | · | · | 12% | · | -17 | 45 | 0% | -4%
Cc1cc(OCC(=O)OCC(=O)Nc2cc(C(F)(F)F)ccc2N2CCOCC2)ccc1Cl | -2% | -3% | -1% | 20% | -4% | -8% | 22% | 0 | 6 | 5% | -4%
COc1ccc(F)cc1C(=O)COC(=O)c1n[nH]c(=O)c2ccccc12 | · | -3% | 2% | · | · | -3% | · | 7 | -19 | -1% | 19%
CCCCn1c(N)c(N(CCOC)C(=O)c2cc(-c3ccccc3)nc3ccccc23)c(=O)[nH]c1=O | · | 30% | 2% | · | · | 1% | · | -1 | -8 | 1% | -21%
O=C(NNS(=O)(=O)c1cccc(Cl)c1)c1cc(-c2ccc(F)cc2)nc2ccccc12 | -1% | -2% | 3% | -1% | -1% | 3% | ? | -3 | -14 | 7% | -3%
CC(=O)/C(N=Nc1ccc(C(=O)O)cc1[N+](=O)[O-])=C(\C)O | 5% | -5% | 6% | ? | -20% | -8% | · | 6 | 9 | -10% | ?
Cc1sc2nc(CSCC(=O)Nc3ccc(Cl)cc3F)[nH]c(=O)c2c1C | · | 0% | 0% | · | · | 4% | · | 13 | -11 | 4% | -4%
COc1ccc(C(CNC(=O)/C=C/c2c(Cl)nc3ccccn23)N(C)C)cc1 (stereo not drawn) | -2% | 6% | -2% | ? | 0% | 4% | -13% | -1 | 13 | -6% | -4%
S=C(c1ccc(-c2cc(Cl)ccc2Cl)o1)N1CCOCC1 | 4% | -14% | 3% | 10% | ? | 8% | 10% | -17 | -10 | 3% | 0%
Nc1ccn(CC(=O)NCc2ccc3[nH]ccc3c2)c(=O)n1 | · | 7% | 1% | · | · | -12% | · | 7 | 0 | 1% | -4%
COc1ccc(CN=C2NC(=O)CC(C(=O)Nc3ccc(Cl)cc3)S2)cc1 (stereo not drawn) | 0% | 0% | 0% | -3% | -1% | -2% | 0% | -6 | 6 | -9% | -1%
COc1ccc(S(=O)(=O)NCC2CCC(C(=O)NCCCN3CCCC3=O)CC2)cc1 (stereo not drawn) | 4% | 8% | 0% | 3% | -1%[0.46 µM] | -4% | 0% | 14 | 6 | -7% | -3%
Cc1ccc(Nc2nc(=O)c3cc([N+](=O)[O-])ccc3s2)cc1 | -1% | 5% | 10% | 7% | -5% | 6% | · | 1 | 0 | -3% | 1%
CCC(CC)C(=O)Nc1cc(NC(=O)C(CC)CC)cc(C(=O)O)c1 | -2% | 1% | 0% | 4% | 3% | 0% | ? | 7 | -6 | 10% | 11%
O=C(CN1CCC(n2nnc3cc(F)ccc32)CC1)Nc1ccccc1N1CCOCC1 | -5% | 1% | 2% | -8% | -9% | 17% | -13% | 34 | -2 | 4% | 18%
CCCN1CNC(=S)N(c2ccccc2C)C1 | -1% | 2% | -2% | -8% | -5% | 9% | -18% | 0 | 14 | ? | 0%
COc1ccc(NC(=O)c2cccs2)cc1C(=O)N1CCN(c2ccccc2)CC1 | -2% | -3% | -2% | 1% | 0% | 8% | · | 11 | -8 | 7% | -11%
CC(=O)Nc1cccc(NC(=O)C2CC(=O)N(C3CCCCC3)C2)c1 (stereo not drawn) | -3% | -4% | -2% | 3% | 2% | -1% | · | -11 | -5 | 0% | 0%
CN(C)c1nc(N)nc(-c2ccco2)n1 | -5% | 2% | 0% | -3% | 0% | -3% | -10% | -5 | -1 | ? | -9%
